IMPase cell inh = qHTS Assay for Identifying the Cell-Membrane Permeable IMPase Inhibitors; CHO-M1 cells, IP1 accumulation, HTRF TR-FRET ratio; inhibition (IP1 accumulation), % at 46.1 µM; 120,000 tested, under 10 active; AID 901, 2007; active = well fitted curve in the direction sought with a large enough effect in the signal ratio, not every such curve was filed as active; inconclusive = small, poorly fitted or top-dose-only effect, or a change in a side signal; inactive = no such curve, though single readings can be large or run the other way; the % refers to the signal ratio;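 note: cells stimulated with carbachol in lithium chloride buffer; plate controls were DMSO basal wells for no effect and reference inhibitor wells for full effect; higher means more IMPase inhibition seen as more IP1 and lower FRET ratio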
Target sequence (P97697 whole entry, looked up): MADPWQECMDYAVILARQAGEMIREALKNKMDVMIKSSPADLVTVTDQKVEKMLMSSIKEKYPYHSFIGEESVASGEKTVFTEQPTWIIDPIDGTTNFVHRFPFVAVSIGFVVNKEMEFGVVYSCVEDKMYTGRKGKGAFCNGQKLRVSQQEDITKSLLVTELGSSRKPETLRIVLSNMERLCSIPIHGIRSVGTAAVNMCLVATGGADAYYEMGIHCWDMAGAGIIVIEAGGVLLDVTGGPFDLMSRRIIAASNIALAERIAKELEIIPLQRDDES
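The IP-One HTRF competitive assay in carbachol-stimulated CHO-M1 cells quantifies cellular IP1. Compounds spanned up to 46 uM final, and activity is expressed as AC50 from concentration-response fits of the ratio and donor data.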
ALOX12 inhib = qHTS Assay for Inhibitors of 12-hLO (12-human lipoxygenase); purified 12-hLO, xylenol orange hydroperoxide absorbance; Polyunsaturated fatty acid lipoxygenase ALOX12 (Homo sapiens), P18054; Potency, µM (series often up to 57.1 µM), without a hit: at the highest dose activity change, negative = inhibition, usual class: inhibitors; 150,000 compounds, 0.12% hits; note: potency is the fitted concentration of half-maximal effect; nearly all actives have a fitted effect of over 55% in size; many of its hits are not listed in these tables
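Hydroperoxide output read as Fe(III)-xylenol orange absorbance, 573-to-405 nm ratio, after 30 min reaction with 40 uM arachidonic acid. Enzyme: 150 nM purified human 12hLO, 15 min compound preincubation; 25 mM Hepes pH 7.0, room temperature.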
PNC assembly inh = High Content Assay for Compounds that inhibit the Assembly of the Perinucleolar Compartment. activity change (PNC), negative = inhibition, % at 10 µM. PC3M PTB-GFP, PNC prevalence imaging, 16 h; hits give low values. 140,000 compounds, 3.1% hits;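 active = readout at or below -70, meaning at least 70% loss of cells showing the perinucleolar compartment, a nuclear body marking cancer cells; inconclusive = readout between -30 and a set limit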;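 note: plate controls were DMSO wells for no effect and camptothecin positive control wells for full effect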
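Compounds are pinned in duplicate onto adhered PC3M cells stably expressing GFP-tagged PTB and incubated 16 h at 37 C. Cells are then fixed, nuclei stained with Hoechst, and PNC-positive cells counted.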
ALOX15B inhib = qHTS Assay for Inhibitors of 15-hLO-2 (15-human lipoxygenase 2); Polyunsaturated fatty acid lipoxygenase ALOX15B (Homo sapiens), O15296; purified 15hLO-2, xylenol orange hydroperoxide absorbance; Potency, µM (series often up to 57.1 µM), inactives show top-dose activity change, negative = inhibition, actives largely listed as inhibitors; 110,000 compounds, 0.56% hits; note: potency is the fitted concentration of half-maximal effect; nearly all actives have a fitted effect of over 60% in size; many of its hits are not listed in these tables
Target sequence (O15296 whole entry, looked up): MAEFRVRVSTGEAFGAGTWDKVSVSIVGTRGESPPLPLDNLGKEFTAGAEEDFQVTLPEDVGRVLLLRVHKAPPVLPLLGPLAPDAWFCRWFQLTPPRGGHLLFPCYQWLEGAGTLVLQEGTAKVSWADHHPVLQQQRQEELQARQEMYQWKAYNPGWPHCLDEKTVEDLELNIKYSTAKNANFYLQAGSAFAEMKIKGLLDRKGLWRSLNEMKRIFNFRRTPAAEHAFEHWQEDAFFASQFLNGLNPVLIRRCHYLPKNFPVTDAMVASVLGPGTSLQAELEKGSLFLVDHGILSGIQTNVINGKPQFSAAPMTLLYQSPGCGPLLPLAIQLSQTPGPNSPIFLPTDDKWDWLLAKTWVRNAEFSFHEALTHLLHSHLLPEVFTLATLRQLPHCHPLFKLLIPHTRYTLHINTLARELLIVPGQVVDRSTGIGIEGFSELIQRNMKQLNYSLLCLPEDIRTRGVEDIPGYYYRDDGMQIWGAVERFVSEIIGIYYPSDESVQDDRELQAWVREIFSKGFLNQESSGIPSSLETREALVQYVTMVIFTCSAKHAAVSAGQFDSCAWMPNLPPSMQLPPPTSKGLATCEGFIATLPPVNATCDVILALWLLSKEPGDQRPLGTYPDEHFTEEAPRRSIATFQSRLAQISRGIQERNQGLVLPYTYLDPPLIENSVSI
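Screening format was qHTS against 50 nM purified 15hLO-2 in Hepes pH 7.5 with detergent. Activity follows hydroperoxide formation from 45 uM arachidonic acid, measured as 573:405 nm absorbance ratio of the ferric-xylenol orange complex.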
* = called active by the depositor; ? = inconclusive; nt = not tested or not shown; & = joins results of further samples; [ ] = dose if it differs, or a comment. Unless noted, calls come from the whole dose curve; as a rule, active = well fitted curve in the direction sought with a large enough effect; inconclusive = small, poorly fitted or top-dose-only effect, or another doubt; inactive = no such curve, though single readings can be large; an effect the other way counts as inactive or inconclusive. Unless noted, % is set by controls: 0 for no effect and ±100 for the full control effect. An excerpt (hit frequency here may not be typical).

SMILES | IMPase cell inh | ALOX12 inhib | PNC assembly inh | ALOX15B inhib
O=C(COc1ccccc1)NCC(=O)N/N=C/C=C/c1ccccc1 | -12.8 | 0.9% | ? | nt
N#Cc1nc(COc2ccc(F)cc2)oc1NCCCn1ccnc1 | -0.7 | -2.0% | 2.7 | 35.0%[activator]
CCOC(=O)c1cnc(SC)nc1N | -2.7 | 4.7% | 18.6 | 4.3%
C=Cn1cc[n+](CC(=O)C(C)(C)C)c1 | nt | -2.1% | 13.5 | nt
O=C(N1CCCCC1)N1CCN(C(c2ccccc2)c2ccccc2)CC1 | 4.1 | -6.3% | -16.4 | 5.6%
CCOC(=O)c1cc2sccc2n1CC(=O)N1CCCC1 | 1.5 | -3.6% | -26.0 | -11.1%
CCOC(=O)c1cc(OC(=O)c2ccccc2Br)n(-c2ccccc2)n1 | 4.1 | -25.2% | -2.7 | -0.4%
CC[C@H]1CN2CCc3cc(OC)c(OC)cc3[C@@H]2C[C@@H]1C[C@H]1NCCc2cc(OC)c(OC)cc21 | nt | -2.7% | -22.1 | nt
CCc1nnc(NS(=O)(=O)c2ccc(NC(=S)NC(=O)/C=C/c3ccc(OC)cc3)cc2)s1 | -10.6 | -2.1% | 11.0 | nt
CCC(Sc1n[nH]c(=O)[nH]c1=O)C(=O)OCc1ccccc1 (stereo not drawn) | -5.8 | -3.5% | ? | 7.3%
COc1cc(-c2cc(C(=O)N3CCN(c4ccccn4)CC3)c3ccccc3n2)cc(OC)c1OC | 1.4 | -11.9% | 6.2 | -0.2%
O=C(c1c(O)c2ccccc2oc1=O)C1CCCCC1 | -2.7 | 0.8% | 25.6 | 3.5%
Cc1ccc(O)c(C2=Nc3ccccc3N=C(c3cccs3)C2)c1 | nt | -5.5% | ? | nt
CCOC(=O)Cc1nn(CCc2ccccn2)c(=O)c2ccccc12 | -4.6 | -1.6% | 12.1 | 18.1%
C/C(Cn1cnc([N+](=O)[O-])n1)=N/NC(=O)COc1c(Cl)cc(Cl)cc1Cl | nt | -3.6% | 11.5 | nt
COC(=O)c1cn(N(C)c2ncc(C(F)(F)F)cc2Cl)c(=O)c2ccccc12 | 6.5 | 0.7% | 42.0 | 2.8%
COc1cc(NC(=S)NCCc2c[nH]c3ccccc23)c(OC)cc1Cl | 0.3 | ? | 5.4 | nt
CCCN(CCC)c1ncnc2nc[nH]c12 | 8.3 | 2.3% | 0.3 | -0.9%
CCOC(=O)C1(C(F)(F)F)N=C(C(F)(F)F)Nc2ccccc21 (stereo not drawn) | 3.0 | 1.4% | 2.2 | 3.3%
CCOc1ccccc1N1CCN(Cc2cccc(OC)c2OC)CC1 | -0.4 | -16.5% | ? | 22.9%
CCCC(C(=O)O)N1C(=O)/C(=C/c2cccn2C)SC1=S (stereo not drawn) | 5.3 | ? | ? | nt
CC(C)N(CC(=O)O)CC(=O)O | nt | -0.3%[11.4 µM] | nt | 0.4%[11.4 µM]
O=C(NCCCN1CCN(CCCNC(=O)c2cc([N+](=O)[O-])ccc2Cl)CC1)c1cc([N+](=O)[O-])ccc1Cl | nt | -1.6% | ? | nt
COc1ccc(-n2c(C)cc(/C=N/Nc3nnc(C)n3N)c2C)cc1 | -0.6 | -2.9% | 22.0 | nt
Cc1ccc(F)c(NC(=O)CCc2ccccc2)c1 | 5.2 | 4.3% | ? | 2.8%
CCCCCCOc1cccc(N)c1 | ? | -11.2% | 4.0 | -3.6%
COc1ccc(C2=NN(C(=O)c3cccs3)C(c3ccc(OC)cc3)C2)cc1 (stereo not drawn) | 4.3 | -16.4% | -3.8 | nt
CCn1c(SCC(=O)Nc2nc3ccc(OC)cc3s2)nnc1-c1ccoc1C | -8.3 | -12.3% | ? | -5.1%
O=C(NCCCN1CCOCC1)c1ccc(CS(=O)(=O)c2ccc(Br)cc2)o1 | -1.7 | 1.4% | -14.0 | 4.1%
Cc1cc(-c2ccccc2)nn1-c1nc2c(c(=O)[nH]c(=O)n2C)n1C | -5.5 | 4.0% | -1.2 | -0.6%

Given field by field: entries from further up
> CCCCCCOc1cccc(N)c1
  IMPase cell inh: ?	ALOX12 inhib: -11.2%	PNC assembly inh: 4.0	ALOX15B inhib: -3.6%

> COc1ccc(-n2c(C)cc(/C=N/Nc3nnc(C)n3N)c2C)cc1
  IMPase cell inh: -0.6	ALOX12 inhib: -2.9%	PNC assembly inh: 22.0	ALOX15B inhib: nt

> Cc1cc(-c2ccccc2)nn1-c1nc2c(c(=O)[nH]c(=O)n2C)n1C
  IMPase cell inh: -5.5	ALOX12 inhib: 4.0%	PNC assembly inh: -1.2	ALOX15B inhib: -0.6%

> COC(=O)c1cn(N(C)c2ncc(C(F)(F)F)cc2Cl)c(=O)c2ccccc12
  IMPase cell inh: 6.5	ALOX12 inhib: 0.7%	PNC assembly inh: 42.0	ALOX15B inhib: 2.8%

Going on with the list:
SMILES | IMPase cell inh | ALOX12 inhib | PNC assembly inh | ALOX15B inhib
COC(=O)N1CCC[C@@]2(CCN(c3ccccn3)C2)C1 | nt | 1.4% | nt | -0.8%
CCc1ccc(/C=N/NC(=S)NCCc2ccccc2)cc1 | -2.1 | ? | -2.9 | ?
CCN(CC)C(=O)C1=C(C)Nc2nc3ccccc3n2C1c1cccc(OC)c1 (stereo not drawn) | 4.1 | 1.0% | -18.6 | 33.6%[activator]
COc1ccc(OC)c(/C=N/NC(=O)c2cc[n+](Cc3ccccc3)cc2)c1 | nt | -1.2% | -17.8 | nt
c1ccc(-n2c(SCC3CCCCO3)nnc2-c2cccs2)cc1 (stereo not drawn) | -2.7 | -10.7% | 1.8 | -0.2%
O=C(Cn1c(C(F)(F)F)nc2ccccc21)c1ccc(F)cc1 | -1.5 | 5.8% | 71.1 | -4.6%
S=C(NCc1ccccc1)NCC1COc2ccccc2O1 (stereo not drawn) | 0.2 | ? | -21.3 | -27.8%
COC(=O)c1sc(S(=O)(=O)N2CCCCC2)c(C(=O)OC)c1C | 16.0 | -4.7% | 2.8 | -6.9%
CCOC(=O)c1cnc2c(C)cccc2c1Nc1ccc(N2CCOCC2)cc1 | nt | 0.0% | 27.4 | nt
N=C1C=CC(=C(c2ccc(N)cc2)c2ccc(N)cc2)C=C1 | nt | -6.1%[11.4 µM] | nt | ?
CCCCCCCOC(=O)C1=C(C)Nc2ncnn2C1c1cccs1 (stereo not drawn) | 4.1 | 3.6% | 28.3 | 22.2%
COc1ccc(/C=N/NC(=O)c2c(-c3ccccc3)noc2C)cc1 | nt | 4.2% | 28.5 | nt
Cc1ccc2c(c1)N(C(=O)CCC(=O)O)CCO2 | nt | -1.9% | 14.3 | nt
Clc1ccc(-c2csc(NNC3=NCCCCC3)n2)cc1 | 1.5 | 6.9% | 15.9 | ?
CCCn1c(NCc2ccccn2)nc2ccccc21 | 21.9 | 0.4% | -29.0 | nt
O=C(Nc1ccc(Cl)c(Cl)c1)Nc1nnc(CSc2ccccc2)s1 | nt | -1.7% | 19.9 | nt
NC(=O)NCC12CC3CC(CC(C3)C1)C2 | -7.1 | 5.9% | ? | -0.4%
CC(=O)Nc1ccc(S(=O)(=O)N2CCN(c3nc(NC4CCCC4)c4ccccc4n3)CC2)cc1 | 16.0 | -8.9% | 61.0 | 50.2%[activator]
Cc1ccc(-n2c(SCC(=O)N/N=C/c3ccc(C)s3)nnc2-c2ccccc2)cc1 | nt | -3.1% | -12.8 | nt
COc1ccccc1Nc1nc2nonc2nc1N1CCC(C)CC1 | nt | -0.7% | 14.9 | nt
Cc1ccc(NC2=NCC(=O)N2Cc2ccc3c(c2)OCO3)cc1 | -2.8 | -11.9% | 23.5 | -3.8%
Oc1c(Cl)cc(Cl)cc1Sc1cc(Cl)cc(Cl)c1O | nt | ? | 31.8 | 6.31µM*
COC(=O)Nc1nc2ccc(-c3n[nH]c(=O)c4ccccc34)cc2[nH]1 | nt | 1.7% | -19.8 | nt
O=C(NC1CCCC1)c1noc2c1CCCCC2 | 10.7 | 3.9% | -1.3 | -3.7%
CS(=O)(=O)N1CCN(C(=O)c2c(F)cccc2F)CC1 | 3.7 | 1.7% | 10.0 | -1.2%
COc1ccc(C2NC(=O)NC(O)(C(F)(F)F)C2C(=O)c2ccc(F)cc2)cc1 (stereo not drawn) | 8.3 | -9.0% | -1.2 | 2.3%
CCN(CC)CC(=O)Nc1c(C)cccc1C | -2.1[20.6 µM] | -3.1% | -25.8&38.8 | 6.8%
O=C(NCc1ccc(Cl)cc1)c1ccc(Cl)cc1[N+](=O)[O-] | 0.8 | -1.6% | -9.0 | -1.3%
COc1ccc(CNC(=O)COC(=O)CC2CCCC2)cc1 | nt | -3.8% | -22.4 | nt
C=CCOC(=O)/C(=C\c1ccc(OC)cc1)NC(=O)c1ccco1 | 0.0 | 7.6% | -1.0 | 7.1%
Cc1ccc(S(=O)(=O)N[C@H](CN)C(=O)O)cc1 | nt | -0.6%[11.4 µM] | nt | -4.7%[11.4 µM]
CCc1nnc(NC(=O)NCN2C(=O)C3C4C=CC(C4)C3C2=O)s1 (stereo not drawn) | 1.4 | 1.5% | 13.9 | -8.0%
COCCOC(=O)C1=C(C)N(Cc2ccccc2)C(=O)NC1c1ccc(OC)cc1 (stereo not drawn) | 4.9 | 0.2% | ? | -6.3%
O=C(CCCn1c(=O)[nH]c2cc(Cl)ccc2c1=O)NCCN1CCN(c2ccccc2)CC1 | -11.5 | -2.2% | 104.6 | nt
Cc1ccc2c(Cl)cc(Cl)c(OCc3c(C)noc3C)c2n1 | 8.8 | 0.0% | ? | -1.9%
CC1=C(C(=O)N2CCc3ccccc32)C2(CCC(C)CC2)OC1=O (stereo not drawn) | 3.5 | -2.5% | 21.0 | -0.4%
CCOC(=O)C1CCN(C(c2cc3ccc(C)cc3[nH]c2=O)c2nnnn2C2CCCCC2)CC1 (stereo not drawn) | 16.7 | -3.0% | 14.7 | -12.2%
CCCC1=C(C(=O)OCC)C(c2ccccc2OCC)NC(=O)N1C (stereo not drawn) | -0.4 | -10.0% | 18.8 | 2.5%
O=C(Oc1ccccc1C(=O)Oc1ccccc1)c1ccco1 | 12.4 | 4.2% | ? | 10.3%
COc1ccc(NC(=O)CSc2nnc(Cc3cccn3C)n2CCc2ccccc2)cc1OC | -0.3 | -10.3% | -10.6 | -9.8%
COc1ccccc1CNC(=O)CSc1ccc(C)cc1 | nt | -6.4% | ? | nt
COc1ccc(N(C)S(=O)(=O)c2ccc3c(c2)oc(=O)n3C)cc1 | 10.7 | -0.3% | ? | -1.9%
COC(=O)C1CCN(S(=O)(=O)c2ccc(OC)cc2)CC1 | 0.4 | 0.5% | -0.8 | -4.2%
CCNC(=O)c1c(NC(=O)C2COc3ccccc3O2)sc2c1CCCC2 (stereo not drawn) | 0.1 | 0.1% | ? | -3.1%
CCCc1cc(C(=O)Nc2cccc(Cl)c2)no1 | ? | 1.3% | -26.4 | -5.8%
Cc1nc(Oc2ccccc2)c2ccccc2n1 | nt | 2.5% | ? | nt
CC(=O)Nc1nc(N)n(-c2ccccc2)n1 | 1.0 | -2.0% | 10.7 | 2.7%
IC(I)I | nt | -0.4% | nt | ?
COc1ccccc1-c1cc(C(=O)Nc2c(C)n(C)n(-c3ccccc3)c2=O)no1 | 5.9 | -6.3% | -28.7 | -4.2%
O=C(NNC1=C(C(=O)C(F)(F)F)CCC1)c1ccccc1O | 5.2 | 2.9% | ? | 6.2%
Cc1ccc(C)c(-n2cc[nH]c2=S)c1 | 2.9 | 0.6% | ? | nt
CCNc1nc(C)c(CN(C(C)=O)c2ccccc2)nc1C#N | nt | 4.0% | -25.6 | nt
O=C(OCc1ccccc1)c1cn(-c2ccccc2)nc1-c1ccncc1 | 10.7 | -3.9% | -2.2 | 71.8%[activator]
Clc1ccc(N2N=C(c3cccs3)CC2c2ccco2)cc1 (stereo not drawn) | -12.9 | -25.8% | 0.4 | -26.0%

Bioassay records from PubChem BioAssay.
